Screening data (PubChem)
Bcl-2 Bim block: human Bim-Bcl-2 interaction inhibition; Bead-based flow cytometry, Bim peptide-Bcl-2 binding; inhibition, % at 10 µM; 190,000 compounds, 0.06% hits; in the data active = inhibition above about 40%; inconclusive = no clear call, values can overlap the other calls;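 note: 0% = no compound wells with probe peptide and 100% = reference peptide inhibitor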
Target sequence (P10415 whole entry, looked up): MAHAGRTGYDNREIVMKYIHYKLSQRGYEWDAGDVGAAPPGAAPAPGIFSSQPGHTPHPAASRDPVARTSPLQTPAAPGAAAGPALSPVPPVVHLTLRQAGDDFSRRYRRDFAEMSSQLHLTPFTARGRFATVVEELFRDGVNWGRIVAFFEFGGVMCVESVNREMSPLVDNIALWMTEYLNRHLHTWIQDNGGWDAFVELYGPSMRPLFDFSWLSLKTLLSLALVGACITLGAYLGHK
RGS7-Gao: regulators of human RGS7-Galphao interaction. Multiplexed bead flow cytometry, RGS7-Galphao binding; actives lie on both sides. binding response (% of control), % at 10 µM. 220,000 compounds, 0.35% hits. AID 1439; in the data active = binding response below about 49% or above about 150%; inconclusive = no clear call, values can overlap the other calls; inactive = in between;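 note: fluorescent Galphao held in activated GDP-AlF4 state binding bead-coupled RGS7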
GSH bead fluor: GSH bead compound fluorescence profile | GSH beads flow cytometry, compound fluorescence 488/530 nm; active compounds read high | fluorescence (KMESF) at 10 µM | 190,000 compounds, 0.25% hits | AID 1776; in the data active = fluorescence above about 89;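 note: glutathione beads carrying GST-tagged Bcl family fusion proteins plus one bare bead set; values are compound well signal with DMSO vehicle wells as background; inactives centre near 16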
RGS8-Gao reg: regulators of human RGS8-Galphao interaction | P09471 | multiplexed bead flow cytometry, RGS8-Galphao binding; actives lie on both sides | response (percent of control binding), % at 10 µM | 220,000 compounds, 0.34% hits | AID 1423; in the data active = response below about 60% or above about 140%; inactive = in between;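 note: Galphao activated as the GDP aluminium fluoride complex binding bead-coupled RGS8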
Bim-Bfl-1: inhibitors of Bim-Bfl-1 interaction, human; Q16548; inhibition, % at 10 µM; Bead-based flow cytometry, Bim-Bfl-1 binding inhibition; 190,000 compounds, 0.12% hits;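 note: 0% = wells without compound plus tracer and 100% = blocker peptide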
Mcl-1 Bim block: human Bim-Mcl-1 interaction inhibition | Q07820 | Bead-based flow cytometry, Bim peptide-Mcl-1 binding | inhibition, % at 10 µM | 190,000 compounds, 0.1% hits | AID 1009;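 note: 0% = no compound tracer wells and 100% = peptide blocker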
Bcl-W Bim block: disrupts Bim peptide binding to human Bcl-W. Q92843. bead-based flow cytometry. inhibition, % at 10 µM. 190,000 compounds, 0.02% hits;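 note: 0% = bound tracer without compound and 100% = peptide blocker; higher means less fluorescent Bim peptide bound to Bcl-W beads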
Target sequence (Q92843 whole entry, looked up): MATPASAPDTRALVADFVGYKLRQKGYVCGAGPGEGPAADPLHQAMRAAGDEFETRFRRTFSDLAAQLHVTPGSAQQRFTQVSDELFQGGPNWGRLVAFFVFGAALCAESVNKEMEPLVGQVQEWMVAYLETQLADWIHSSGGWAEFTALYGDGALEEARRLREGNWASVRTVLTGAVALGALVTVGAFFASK
Bim-Bcl-B: human Bim-Bcl-B interaction inhibition | bead-based flow cytometry, Bim peptide-Bcl-B binding | inhibition, % at 10 µM | 190,000 compounds, 0.073% hits;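 note: 0% = tracer peptide without compound and 100% = reference inhibitor peptide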
Target sequence (Q9HD36 whole entry, looked up): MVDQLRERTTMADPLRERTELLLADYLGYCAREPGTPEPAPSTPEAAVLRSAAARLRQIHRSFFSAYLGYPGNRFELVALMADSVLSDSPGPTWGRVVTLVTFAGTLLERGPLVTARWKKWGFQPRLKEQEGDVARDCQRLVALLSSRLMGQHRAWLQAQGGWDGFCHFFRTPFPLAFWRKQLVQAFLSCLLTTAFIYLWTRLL
RGS4-Gao reg: human RGS4-Galphao interaction regulation; P09471; Multiplexed bead flow cytometry, RGS4-Galphao binding; actives lie on both sides; binding response (% of control), % at 10 µM; 220,000 compounds, 0.33% hits; AID 1415; in the data active = binding response below about 49% or above about 150%; inactive = in between;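 note: fluorescent Galphao activated with aluminum fluoride binding bead-coupled RGS4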
Mcl1 Bid PPI: disrupts binding of human Mcl-1 to Bid peptide; inhibition, % at 21.7 µM; Q07820; 220,000 compounds, 0.97% hits; TR-FRET Mcl-1/Bid-Dy647 peptide binding, 1536-well; AID 1021;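 active = compounds that cut the binding signal by more than half at the single screening dose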;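 note: His-tagged Mcl-1 with europium anti-His antibody binding Bid BH3 peptide; 0% = Mcl-1 plus peptide wells and 100% = peptide-only wells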
Bim-Bcl-XL: human Bim-Bcl-XL interaction inhibition; Q07817; Bim peptide-Bcl-XL binding, bead flow cytometry, fluorescence; inhibition, % at 10 µM; 190,000 compounds, 0.04% hits; AID 1007
Target sequence (Q07817 whole entry, looked up): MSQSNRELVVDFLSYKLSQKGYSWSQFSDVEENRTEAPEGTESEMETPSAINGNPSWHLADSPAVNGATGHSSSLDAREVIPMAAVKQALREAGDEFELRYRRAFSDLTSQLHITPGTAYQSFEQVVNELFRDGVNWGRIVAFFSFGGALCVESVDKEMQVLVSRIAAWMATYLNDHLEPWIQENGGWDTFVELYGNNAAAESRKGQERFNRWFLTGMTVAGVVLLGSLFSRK
Numbers without * were called inactive; ? = inconclusive. Cut-off read from the data, not from the text of the source, unless noted: active = inhibition above about 40%.

Value order: Bcl-2 Bim block	RGS7-Gao	GSH bead fluor	RGS8-Gao reg	Bim-Bfl-1	Mcl-1 Bim block	Bcl-W Bim block	Bim-Bcl-B	RGS4-Gao reg	Mcl1 Bid PPI	Bim-Bcl-XL
- Cc1ccc(S(=O)(=O)n2nc(OC(=O)C3CCCCC3)cc2N)cc1
  -7	105	9	101	-5	-3	1	-6	100	-17	-4
- O=C(c1cc2ccccc2o1)N1CCCC1
  -5	100	14	106	0	-3	0	0	99	-26	-2
- O=C(NNC(=O)c1ccc(F)cc1)C(=O)N1CCCCC1
  -3	102	7	103	-6	-5	-1	-5	101	-18	-3
- CC1CC(C)CN(S(=O)(=O)c2ccc(C(=O)Nc3sccc3C(N)=O)cc2)C1 (configuration not stated)
  -7	99	25	101	-10	-1	0	-12	100	32	0
- COc1ccc2cc3cc(C(=O)NCCc4ccc(OC)c(OC)c4)oc3nc2c1
  -4	103	11	103	0	0	-1	2	102	7	0
- O=C(CSc1ccc(C(F)(F)F)cc1[N+](=O)[O-])Nc1ccc2ccccc2c1
  0	99	11	98	-1	-2	0	-3	98	1	-2
- Cc1sc(NC(=O)C(C)C)c(C(=O)Nc2ccccc2)c1C
  0	97	9	99	-1	1	0	2	101	-32	-1
- COC(=O)c1ccc(NC(=O)CSC2=NC(=O)C(c3ccccc3)C(=O)N2)cc1 (configuration not stated)
  17	97	5	92	20	9	14	11	95	-39	16
- O=C(c1cccc(Cl)c1)N1CCN(Cc2ccncc2)CC1
  -4	99	19	99	-12	-6	-3	-3	101	33	-7
- Cc1cccc(NC2=C(NC(=O)c3ccccc3)C(=O)c3ccccc3C2=O)c1
  -1	97	10	96	8	-4	-2	12	96	-1	-6

An excerpt from above in order of their number in Bim-Bcl-XL, highest first:
| mol | Bim-Bcl-XL |
| --- | --- |
| COC(=O)c1ccc(NC(=O)CSC2=NC(=O)C(c3ccccc3)C(=O)N2)cc1 (configuration not stated) | 16 |
| O=C(c1cc2ccccc2o1)N1CCCC1 | -2 |
| O=C(c1cccc(Cl)c1)N1CCN(Cc2ccncc2)CC1 | -7 |

(more compounds)
Value order: Bcl-2 Bim block	RGS7-Gao	GSH bead fluor	RGS8-Gao reg	Bim-Bfl-1	Mcl-1 Bim block	Bcl-W Bim block	Bim-Bcl-B	RGS4-Gao reg	Mcl1 Bid PPI	Bim-Bcl-XL
- O=c1[nH]c2ccc(S(=O)(=O)N3CCCCC3)cc2o1
  3	95	14	99	1	-2	-3	-5	94	-27	-3
- CCSc1nnc(NC(=O)c2ccccc2)s1
  0	93	24	96	0	-1	-1	-1	94	8	0
- CC(=O)[C@H]1[C@@H]2C(=O)N(c3cccc(Cl)c3)C(=O)[C@@H]2[C@H]2c3ccccc3C=CN21
  0	99	23	97	-5	3	3	0	97	-48	-1
- O=C(CN1CCN(S(=O)(=O)c2ccc(Br)cc2)CC1)Nc1ccc(F)cc1F
  -13	98	24	98	-19	-8	-5	-14	101	-30	-11
- Cc1cccc(-n2c(SCc3cc(=O)n4ccsc4n3)nc3ccccc3c2=O)c1
  -5	97	31	101	-8	-2	-2	-8	96	15	-6
- Cc1ccc(C)n1-c1nccc(-c2cccs2)n1
  0	104	14	93	2	0	2	4	103	-26	0
- CCOc1ccc(-c2csc(NC(=O)CSC3=NC(=O)CN3C(C)=O)n2)c2ccccc12
  -6	104	15	105	-11	-3	-5	-12	102	1	-6
- N#CCn1c(C2CCCCC2)nc2ccccc2c1=O
  -4	100	24	99	-12	-3	0	-7	99	-3	1
- O=C(O)c1cccc(Nc2ncnc3ccccc23)c1
  -2	110	17	103	0	-2	-2	0	103	-18	0
- C=CCN(CC=C)CCOc1ccccc1F
  -6	104	10	105	-10	-4	-4	-5	104	26	-10
- CCCC(=O)Nc1ccc(C)c(O)c1
  -4	106	25	102	-12	0	-2	-5	107	-2	-12
- OCCC1CN(Cc2nc3ccccc3s2)CCN1C1CCCCC1 (configuration not stated)
  -3	97	16	96	-5	0	-1	-4	98	9	-2
- COc1ccc(Nc2nc(NCCO)nc(OC)n2)cc1
  -1	104	5	101	-9	0	6	-4	104	-25	-3
- CC1=NNC(=O)C1CCC(=O)N/N=C\c1cccc(Cl)c1 (configuration not stated)
  -3	104	13	106	-4	-2	-1	-4	105	-43	-2
- COc1ccccc1Nc1ccc([N+](=O)[O-])cn1
  -4	102	12	99	-7	-4	-7	-5	104	-8	-5
- CCCCC(=O)NC(Nc1ccc(C)cn1)(C(=O)OCC)C(F)(F)F (configuration not stated)
  -7	102	14	104	-11	0	1	-7	104	-13	-4
- COc1ccc(C(=O)CSc2nnnn2C)c(OC)c1
  0	98	14	101	-5	-1	0	-3	101	7	-1
- Cc1cccc[n+]1CC(=O)N1c2ccccc2Sc2ccccc21
  -1	98	10	100	-5	1	0	-1	100	-69	-1
- COc1ccc(N2CC(C(=O)N/N=C/c3ccc([N+](=O)[O-])cc3)CC2=O)cc1 (configuration not stated)
  -4	?	19	98	-4	0	0	-2	93	-19	0
- COc1ccc(Cn2c(=O)[nH]c3cc(C(=O)NC4CCN(Cc5ccccc5)CC4)ccc32)cc1
  2	97	19	101	5	8	0	1	102	-3	1
- CC1CC(O)(Cc2ccccc2)C(C)CN1C (configuration not stated)
  -13	100	57	103	-14	-1	-3	-8	97	-41	2
- COc1ccccc1C(=O)N1CCN=C1SCc1cccnc1
  -9	98	27	103	-16	-3	-3	-12	101	-29	-13
- O=C(CNS(=O)(=O)c1ccccc1)OCc1cccc([N+](=O)[O-])c1
  3	89	5	83	1	-3	-2	-5	91	-7	-2
- COc1ccc(C(CC(=O)O)NC(C)=O)cc1OC (configuration not stated)
  -14	101	26	99	-22	-9	-8	-12	102	-27	-16
- N#C/C(=C\c1cccs1)C(=O)NCc1ccco1
  -8	100	15	99	-10	-5	-7	-7	95	-25	-8
- COc1ccc(-c2[nH]ncc2CN(CCO)Cc2cccs2)c(F)c1
  0	99	10	99	-2	-4	-3	-1	100	13	-4
- O=C(COC(=O)CNC(=O)c1ccccc1)Nc1ccc(F)c([N+](=O)[O-])c1
  -3	104	22	103	-2	0	0	-3	102	-10	4
- O=C(NCc1ccc(F)cc1)c1nc(-c2cccs2)no1
  -1	86	15	95	-4	0	0	-3	97	-19	0
- Cc1nnc(NC(=O)CSc2nc3c(c(=O)n2CCc2ccccc2)SC(C)C3)s1 (configuration not stated)
  0	94	20	99	-1	5	3	1	95	13	1
- C#CCN1CC(C)/C(=N/O)CC1C (configuration not stated)
  -5	106	38	105	-10	0	0	-3	109	25	-9
- COCCOC(=O)/C(C#N)=C/c1cn(Cc2ccccc2)nc1-c1cccnc1
  -5	?	18	101	-7	-1	-5	-4	101	-17	-4
- Cc1ccc(NC(=O)c2cc(N3C(=O)CCC3=O)ccc2N2CCOCC2)cc1
  -2	98	10	99	-3	0	-3	-2	101	-4	0
- COC(=O)c1c(NC(NC(=O)C(C)(C)C)C(Cl)(Cl)Cl)sc2c1CCC2 (configuration not stated)
  -12	99	27	97	-10	-2	-3	-11	99	1	-4
- O=c1[nH][nH]c(C(F)(F)F)c1/C=N/N1CCOCC1
  -3	?	10	101	-4	1	0	-1	100	-19	-2
- COc1ccccc1OCC(=O)NCCSCc1ccc(Cl)cc1
  -4	97	18	100	-8	-4	-1	-5	98	-4	-8
- CCC(C)NC(=O)c1ccc(CS(=O)(=O)c2ccc(OC)cc2)o1 (configuration not stated)
  -6	99	25	104	-8	0	2	-6	100	-9	-1
- CC(C)N(C(=S)Nc1cccc(C(F)(F)F)c1)C(C)c1ccccn1 (configuration not stated)
  1	97	17	104	1	1	2	-4	103	-23	-4
- Cc1c(Cl)c(C(F)(F)F)nn1CC(=O)NN
  -4	101	10	102	-7	2	3	-3	99	-4	0
- O=S(=O)(c1ccc2c(c1)OCCO2)N1CCc2ccccc21
  -4	96	16	98	-7	-1	0	-5	96	11	0
- COc1ccc(C(=O)Nc2nc3ccc(S(C)(=O)=O)cc3s2)cc1
  -4	98	17	100	0	-1	-2	-8	99	-2	-6

3 compounds already listed, sorted by formula weight, lowest first.
Value order: Bcl-2 Bim block	RGS7-Gao	GSH bead fluor	RGS8-Gao reg	Bim-Bfl-1	Mcl-1 Bim block	Bcl-W Bim block	Bim-Bcl-B	RGS4-Gao reg	Mcl1 Bid PPI	Bim-Bcl-XL
- COc1ccc(C(=O)Nc2nc3ccc(S(C)(=O)=O)cc3s2)cc1
  -4	98	17	100	0	-1	-2	-8	99	-2	-6
- COc1ccccc1OCC(=O)NCCSCc1ccc(Cl)cc1
  -4	97	18	100	-8	-4	-1	-5	98	-4	-8
- COC(=O)c1c(NC(NC(=O)C(C)(C)C)C(Cl)(Cl)Cl)sc2c1CCC2 (configuration not stated)
  -12	99	27	97	-10	-2	-3	-11	99	1	-4

(list continues)
Value order: Bcl-2 Bim block	RGS7-Gao	GSH bead fluor	RGS8-Gao reg	Bim-Bfl-1	Mcl-1 Bim block	Bcl-W Bim block	Bim-Bcl-B	RGS4-Gao reg	Mcl1 Bid PPI	Bim-Bcl-XL
- CCC(C)(C)n1nnnc1C(c1ccc2ncccc2c1)N1CCN2CCCC2C1 (configuration not stated)
  -7	102	15	103	-7	1	1	-6	101	-12	-2
- CCO[C@@H]1OC(C(=O)N2CCN(Cc3ccccc3)CC2)=C[C@H](c2coc3ccccc3c2=O)[C@H]1CCCO
  0	95	20	97	-2	0	1	-5	97	-14	2
- COc1cccc(NC(=O)COC(=O)Cc2ccc(Cl)cc2)c1
  4	?	14	102	3	-1	-1	0	106	-16	-2
- Cn1c(=O)cc(OCCCC(=O)Nc2ccccn2)c2ccccc21
  -5	92	18	96	-4	-4	-4	-4	92	0	-4
- CCOc1ccc(/C=C2/Sc3ccc(C(=O)N4CCN(C(=O)c5ccco5)CC4)cc3N(C)C2=O)cc1OC
  -2	96	61	100	-6	0	3	-5	99	-8	-4
- Cc1ccc(Cc2cnc(NC(=O)c3ccco3)s2)cc1
  -1	100	5	102	-9	0	2	-6	100	-20	-5
